Source: PubChem BioAssay
Tb PGK inh: inhibitors of T. brucei phosphoglycerate kinase; PGK/GAPDH coupled, Kinase-Glo luminescence, 60 min; Potency, µM (top dose mostly 57.5 µM), for the others: at the highest dose activity change, negative = inhibition, actives largely listed as inhibitors; 380,000 compounds, 0.043% hits; further: potency means the concentration at half of the fitted maximal effect; on the % scale 0 is the no-effect control and ±100 the full control effect; nearly all actives have a fitted effect of over 60% in size
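Recombinant glycosomal PGK reaction used 1,3-bisphosphoglycerate generated in-well by GAPDH (100nM final) in 100mM TEA pH 7.6, 5mM MgCl2, 0.01% Tween-20. After 60 minutes at room temperature, ATP was read by Kinase-Glo Plus luminescence end-point.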
Pol beta inh: inhibitors of human DNA polymerase beta; P06746; Pol beta primer extension/strand displacement, fluorescence kinetic; Potency, µM (doses to about 114 µM), for inactives: top-dose activity change, negative = inhibition, actives largely listed as inhibitors; 340,000 compounds, 1.3% hits; further: potency means the concentration at half of the fitted maximal effect; on the % scale 0 is the no-effect control and ±100 the full control effect
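Values derive from four-parameter Hill fits of normalized kinetic data: reads at 0 and 10 min following addition of 50 nM substrate to 10 nM Pol beta preincubated 15 min with compound.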
APE1 inh: APE1 (human) endonuclease inhibition; P27695; recombinant APE1, TAMRA/BHQ-2 abasic DNA cleavage fluorescence; Potency, µM (series often up to 65.8 µM), for inactives: at the highest dose activity change, negative = inhibition, hits mostly inhibitors; 350,000 compounds, 0.35% hits; AID 2517;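 further: potency means the concentration at half of the fitted maximal effect; plate controls were vehicle for no effect and reference inhibitor for full effect; nearly all actives have a fitted effect of over 55% in size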
Target sequence (P27695 whole entry, looked up): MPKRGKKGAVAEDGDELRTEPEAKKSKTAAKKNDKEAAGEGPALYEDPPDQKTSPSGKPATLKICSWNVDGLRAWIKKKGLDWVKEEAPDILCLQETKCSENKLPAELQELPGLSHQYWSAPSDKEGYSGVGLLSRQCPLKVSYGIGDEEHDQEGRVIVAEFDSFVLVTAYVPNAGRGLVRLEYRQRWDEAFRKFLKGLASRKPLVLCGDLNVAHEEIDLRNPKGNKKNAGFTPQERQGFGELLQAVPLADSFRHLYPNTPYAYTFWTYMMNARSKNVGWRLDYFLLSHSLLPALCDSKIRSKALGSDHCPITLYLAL
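Endonuclease cleavage of a quenched abasic-site DNA duplex (50 nM) by APE1 (0.75 nM) was tracked by TAMRA dequenching. Compounds were preincubated with enzyme 15 min at room temperature; data normalized to buffer-only and DMSO wells plus NSC13755 control.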
BLM inh: inhibitors of human Bloom syndrome helicase BLM; P54132; 350,000 compounds, 0.2% hits; Potency, µM (top dose mostly 56.1 µM), for the others: at the top dose activity change, negative = inhibition, usual class: inhibitors; recombinant BLM DNA unwinding, fluorescence dequenching; AID 2528;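 further: potency means the concentration at half of the fitted maximal effect; plate controls were vehicle for no effect and no enzyme for full effect; nearly all actives have a fitted effect of over 35% in size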
Pol iota inh: DNA polymerase iota (human) inhibition; Pol iota fluorescent replication assay, 10 min; Potency, µM (titrated, usually from 115 µM), for inactives: at the highest dose activity, negative = inhibition, actives largely listed as inhibitors; 390,000 compounds, 1% hits; further: potency means the concentration at half of the fitted maximal effect
Target sequence (Q9UNA4 whole entry, looked up): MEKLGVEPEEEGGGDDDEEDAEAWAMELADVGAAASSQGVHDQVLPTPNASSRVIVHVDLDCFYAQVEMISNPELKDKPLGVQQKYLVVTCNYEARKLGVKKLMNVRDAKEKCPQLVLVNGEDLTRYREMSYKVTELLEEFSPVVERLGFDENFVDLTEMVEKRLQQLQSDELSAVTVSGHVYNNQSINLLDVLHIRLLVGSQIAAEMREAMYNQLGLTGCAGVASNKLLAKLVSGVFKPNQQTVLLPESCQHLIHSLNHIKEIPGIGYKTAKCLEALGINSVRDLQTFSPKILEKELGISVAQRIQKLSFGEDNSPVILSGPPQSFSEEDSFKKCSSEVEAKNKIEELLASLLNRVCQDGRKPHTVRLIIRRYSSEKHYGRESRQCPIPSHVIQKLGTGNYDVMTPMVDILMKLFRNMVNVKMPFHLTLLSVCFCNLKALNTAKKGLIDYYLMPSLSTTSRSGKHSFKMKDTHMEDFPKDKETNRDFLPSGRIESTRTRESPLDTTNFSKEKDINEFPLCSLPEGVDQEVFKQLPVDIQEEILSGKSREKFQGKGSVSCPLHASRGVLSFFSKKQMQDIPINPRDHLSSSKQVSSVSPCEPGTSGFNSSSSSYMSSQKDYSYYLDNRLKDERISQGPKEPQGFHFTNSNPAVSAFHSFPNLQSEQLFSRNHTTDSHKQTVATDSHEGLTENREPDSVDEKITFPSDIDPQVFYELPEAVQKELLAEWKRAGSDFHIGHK
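Pol iota at 10 nM preincubated 15 min with compounds at room temperature; reaction started with fluorescent substrate, 50 nM final. Fluorescence read kinetically at 0 and 10 min; buffer-only wells as negative control.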
Apoferritin bind: candidate novel general anesthetic via apoferritin binding; Potency, µM (top dose mostly 77.5 µM), inactives show at the highest dose activity change, negative = displacement, most hits filed as inhibitors; 350,000 compounds, 0.074% hits; apoferritin/1-aminoanthracene competitive binding, fluorescence; P02791; further: potency means the concentration at half of the fitted maximal effect; on the % scale 0 is the no-effect control and ±100 the full control effect; nearly all actives have a fitted effect of over 20% in size
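Steps: apoferritin (10 uM) was premixed with half-saturated 1-AMA in PBS, compounds were pin-transferred, plates stood 10 min at room temperature, fluorescence was read at 380/535 nm, and curves were fitted with a Hill equation.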
POLH inh: blocks human DNA polymerase eta activity | recombinant Pol eta, fluorescent DNA replication assay | Potency, µM (doses to about 114 µM), inactives show at the top dose activity change, negative = inhibition, most hits filed as inhibitors | 390,000 compounds, 1.2% hits; further: potency means the concentration at half of the fitted maximal effect; on the % scale 0 is the no-effect control and ±100 the full control effect
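Pol eta (10 nM) was preincubated with compounds for 15 min at room temperature, after which fluorescent replication substrate (50 nM final) was added to start the reaction. Fluorescence was read kinetically at 0 and 10 min.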
RXFP1 antag: RXFP1 (human) relaxin receptor antagonism; AID 1259400; HEK293-RXFP1, relaxin-stimulated cAMP HTRF, 30 min; stronger effect = lower value; activity change, negative = inhibition, % at 57.5 µM; 350,000 compounds, 0.59% hits;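 active means activity change of -60% or lower, but not beyond a set lower limit; inconclusive means change between -60% and -40%, or beyond the set limit; inactive means change above -40%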; further: on the % scale 0 is the no-effect control and ±100 the full control effect
Pol kappa inh: blocks human DNA polymerase kappa activity. Q9UBT6. 400,000 compounds, 0.53% hits. purified Pol kappa, fluorescent DNA synthesis assay, 10 min. AID 588579. Potency, µM (titrated, usually from 107 µM), without a hit: at the highest dose activity, negative = inhibition, usual class: inhibitors; further: potency means the concentration at half of the fitted maximal effect; on the % scale 0 is the no-effect control and ±100 the full control effect
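Pol kappa 10 nM + cpd, 15 min RT; start w/ substrate 50 nM final; fluorescence kinetic read, 0 and 10 min. Neg ctrl: buffer, no enzyme.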
Starred values were filed as active, the others as inactive; i = inactive; ? = inconclusive; · = no result given; & = joins results of further samples; [ ] = remark or other dose. Unless noted, the call rests on the fitted dose curve; in most records, active means well fitted curve in the direction sought with a large enough effect; inconclusive means small, poorly fitted or top-dose-only effect, or another doubt; inactive means no such curve, though single readings can be large; an effect the other way counts as inactive or inconclusive.

1	Cc1cc(C)n2nc(CNC(=O)c3cccc(Cl)c3)nc2n1
2	CSc1ncc(Cl)c(C(=O)Nc2c(C(=O)c3ccc(Cl)cc3)oc3ccccc23)n1
3	Cc1cc(C)c(NS(=O)(=O)c2c(C)noc2C)c(C)c1
4	CC(=O)NC1C(OCc2cccc(Br)c2)OC(COC(C)=O)C(OC(C)=O)C1OC(C)=O (stereo not given)
5	COc1ccc(S(=O)(=O)N2CCOC2CNC(=O)C(=O)NCCN2CCOCC2)cc1OC (stereo not given)
6	COc1ccc(OC)c(NC(=O)CCN2C(=O)c3cccc([N+](=O)[O-])c3C2=O)c1
7	N[C@@H](C(=O)N[C@@H]1C(=O)N2C(C(=O)O)=C(Cl)CS[C@H]12)c1ccccc1
8	CC(C)CCOc1ccc(C2=NNC(=O)CC2)cc1
entry no.	1	2	3	4	5	6	7	8
Tb PGK inh	-7%	1%	-3%	-6%	8%	-2%	-9%	-1%
Pol beta inh	23%	8%	13%	?	3%	23%	-6%	-1%
APE1 inh	·	·	50%[activator]	-3%	0%	0%	-5%&-4%	-2%
BLM inh	1%	-2%	-2%	-1%	-5%	0%	1%&2%	-1%
Pol iota inh	-5%	26%	?	36%[activator]	10%	-3%	?	34%[activator]
Apoferritin bind	-11%	8%	-8%	-3%	-4%	-17%	7%&1%	?
POLH inh	2%	-3%	-17%	-10%	-7%	-12%	?	-17%
RXFP1 antag	-2	·	1	-14	15	-4	0	-32
Pol kappa inh	-28%	0%	-22%	-1%	-18%	-1%	?	-2%

9	O=C(/C=C/c1ccco1)NCC1OCCc2ccccc21 (stereo not given)
10	CC12CC3(C)CC(C)(C1)CC(NC(=O)N1CCCC1)(C2)C3
11	O=C(CSc1cc(Cl)ccc1Cl)Nc1ccc(N2CCOCC2)cc1
12	COc1ccc(NC(=O)CN(C)CC(=O)Nc2ccc(C)c(S(=O)(=O)N3CCCCC3)c2)cc1
13	COC(=O)C1=C(C)N(C)C(=O)NC1c1c(OC)ccc2ccccc12 (stereo not given)
14	O=[N+]([O-])c1ccc(C2CC(c3ccccc3)=Nc3ccccc3S2)cc1 (stereo not given)
15	O=C(O)c1ccc(O)c(N2C(=O)Nc3ccccc3N2O)c1
16	Cc1ccc(CNC(=O)c2ccc(Cl)c(S(N)(=O)=O)c2)n1C
entry no.	9	10	11	12	13	14	15	16
Tb PGK inh	?	-3%	10%	-4%	-9%	i	-4%	i
Pol beta inh	14µM*	-1%	·	·	21%	4%	-30%	10%
APE1 inh	?	1%	-10%	-1%	4%	63%[activator]	?	-5%
BLM inh	?	-1%	·	·	-1%	-11%	3%	-18%
Pol iota inh	14µM*	19%	?	2%	76%[activator]	?	-16%	?
Apoferritin bind	7%	-12%	·	·	-7%	?	1%	-8%
POLH inh	13µM*	-7%	-9%	-25%	-13%	-10%	?	?
RXFP1 antag	-12	-27	12	2	-9	-8	-12	5
Pol kappa inh	35µM*	-5%	-17%	-8%	6%	-2%	-12%	-12%

17	CCOC(=O)NC(=O)CSc1ccccn1
18	CCCCN(C(=O)c1ccc(S(=O)(=O)N(C)C)cc1)c1nc2ccccc2s1
19	O=C(NNc1ccccc1[N+](=O)[O-])Nc1ccccc1
20	O=C(NCc1ccc(F)c(F)c1)C1CCC(=O)N(CC2CCCCC2)C1 (stereo not given)
21	O=C(CSCc1ccc(F)cc1)N1CCN(c2ccc(F)cc2)CC1
22	CC(C)NC(=O)Nc1ccc2c(c1)C(=O)N([C@H](C)CO)C[C@H](C)[C@@H](CN(C)C(=O)Nc1ccccc1)O2
23	Cc1cc(NC(=O)CSc2nc(C(C)C)nc3sc4c(c23)CCCC4)no1
24	O=C(NCC(=O)c1ccccc1)OCc1ccc([N+](=O)[O-])cc1
entry no.	17	18	19	20	21	22	23	24
Tb PGK inh	4%	-8%	-17%	0%	-9%	2%	3%[11.5 µM]	-6%
Pol beta inh	0%	-9%	?	32%	8%	·	6%	-46%
APE1 inh	1%	4%	9%	-9%	-7%	-4%	2%	9%
BLM inh	0%	3%	-12%	-1%	-4%	·	-1%	-4%
Pol iota inh	25%	21%	12%	15%	4%	11%	15%	-5%
Apoferritin bind	-12%	-1%	-19%	-12%	-16%	·	-6%	-20%
POLH inh	-11%	-3%	-10%	-7%	-20%	-24%	-7%	-19%
RXFP1 antag	-8	·	-18	8	1	·	3	-2
Pol kappa inh	4%	-1%	-4%	-11%	-13%	1%	-5%	3%

25	NS(=O)(=O)c1ccc(NC(=O)CN2CCN(S(=O)(=O)c3cccs3)CC2)cc1
26	Nc1ncnc2c1ncn2C1OC(CO)C(O)C1N (stereo not given)
27	CCc1nc2ccccc2n1Cc1ccc(OC)c(OC)c1
28	CC1CCN(CC(=O)Nc2ccc(Cl)cc2[N+](=O)[O-])CC1
29	CCOc1nc(NCCc2ccc(OC)c(OC)c2)nc(NC(C)(C)CO)n1
30	Cc1cc(NC(=O)CSc2nc3c(c(=O)n2C)SCC3)no1
31	CCc1ccc(CN(Cc2ccco2)C(=O)COc2ccc(Cl)cc2C)cc1
32	O=C(CSc1nnc(C2COc3ccccc3O2)o1)Nc1nccs1 (stereo not given)
entry no.	25	26	27	28	29	30	31	32
Tb PGK inh	-5%	i	-7%	-5%	-7%	-2%	-6%	-7%
Pol beta inh	·	?	17%	2%	18%	-2%	-24%	-3%
APE1 inh	-37%	-3%	11%	1%	0%	-2%	·	17%
BLM inh	·	0%	0%	-7%	-3%	-2%	-8%	6%
Pol iota inh	-13%	24%	9%	61%[activator]	7%	-14%	1%	41%[activator]
Apoferritin bind	·	1%	-6%	-9%	-10%	2%	111%[activator]	8%
POLH inh	?	-7%	-12%	-13%	-2%	-3%	-11%	-6%
RXFP1 antag	-4	·	2	-10	14	-5	-69*	·
Pol kappa inh	-6%	17%	-7%	1%	-15%	-23%	-18%	7%

3 compounds already listed, sorted by the number in Pol iota inh, ascending.
| # | canonical_smiles | Pol iota inh |
| --- | --- | --- |
| 15 | O=C(O)c1ccc(O)c(N2C(=O)Nc3ccccc3N2O)c1 | -16% |
| 1 | Cc1cc(C)n2nc(CNC(=O)c3cccc(Cl)c3)nc2n1 | -5% |
| 21 | O=C(CSCc1ccc(F)cc1)N1CCN(c2ccc(F)cc2)CC1 | 4% |

(listing goes on)
33	COc1ccc(C)cc1NC(=O)CSc1nnc(-c2ccccn2)n1Cc1ccco1
34	COCCN(C(=O)c1cc(OC)c(OC)c(OC)c1)c1c(N)n(Cc2ccccc2)c(=O)[nH]c1=O
35	Cc1nc2cccnc2n1C1CCN(C(=O)Nc2ccccc2C(F)(F)F)CC1
36	COc1cccc(NC(=O)c2ocnc2C)c1
37	O=C(CCc1nc2ccccc2[nH]1)Nc1ccc(F)cc1
38	CCCC(=O)Nc1cc(OC)c(C(=O)OC)cc1Cl
39	COC(=O)c1cccnc1-n1c(=O)c2cccnc2n(CC(=O)Nc2ccccc2F)c1=O
40	Cc1ccc2nsnc2c1S(=O)(=O)N1CCN(C(=O)C2CCCO2)CC1 (stereo not given)
entry no.	33	34	35	36	37	38	39	40
Tb PGK inh	-1%	1%	-5%	-3%	-7%	-1%	8%	1%
Pol beta inh	5%	?	0%	13%	7%	0%	24%	-1%
APE1 inh	-8%	25%	·	-5%	3%	4%	·	1%
BLM inh	-2%	-2%	2%	2%	-5%	-3%	-1%	1%
Pol iota inh	11%	55%[activator]	17%	6%	1%	65%[activator]	1%	-4%
Apoferritin bind	-22%	-3%	38%[activator]	-12%	-6%	-5%	-8%	-3%
POLH inh	?	9%	-8%	4%	-9%	-11%	-9%	-1%
RXFP1 antag	-1	-9	-2	12	-20	-10	8	17
Pol kappa inh	-8%	-15%	-7%[60.1 µM]	-6%	-7%	-2%	-7%	-13%

Full records, quoted from the list. Order of screens: Tb PGK inh	Pol beta inh	APE1 inh	BLM inh	Pol iota inh	Apoferritin bind	POLH inh	RXFP1 antag	Pol kappa inh
Entry for Cc1ccc2nsnc2c1S(=O)(=O)N1CCN(C(=O)C2CCCO2)CC1 (stereo not given) = 1%	-1%	1%	1%	-4%	-3%	-1%	17	-13%
Entry for O=C(CCc1nc2ccccc2[nH]1)Nc1ccc(F)cc1 = -7%	7%	3%	-5%	1%	-6%	-9%	-20	-7%
Entry for COC(=O)c1cccnc1-n1c(=O)c2cccnc2n(CC(=O)Nc2ccccc2F)c1=O = 8%	24%	·	-1%	1%	-8%	-9%	8	-7%

Next part
41	CC(C)C(=O)NCCc1nc2ccccc2n1CCc1ccccc1
42	COc1ccc(OC)c2[nH]c(=O)c(CCNC(=O)C(C)C)cc12
43	CC1(C(=O)N(CC(=O)NC2CCCC2)Cc2ccccc2)CC(=O)N=C2C=CC=CN21 (stereo not given)
44	O=C1CCc2cc(NS(=O)(=O)c3ccc([N+](=O)[O-])cc3)cc3c2N1CCC3
45	O=S(=O)(Nc1cccc(-c2ccc(N3CCCCCC3)nn2)c1)c1ccccc1Cl
46	O=C(CCNc1ccc(Cl)c(C(F)(F)F)c1)c1ccco1
47	O=C(N=Nc1c(O)n(Cc2ccccc2)c2ccccc12)c1ccc(O)cc1
entry no.	41	42	43	44	45	46	47
Tb PGK inh	i	-4%	i	0%	0%	i	-3%
Pol beta inh	5%	-2%	3%	·	?	-18%	0%
APE1 inh	1%	?	60%[activator]	15%	-15%	-5%	-2%
BLM inh	-2%	-5%	-2%	·	-5%	-13%	-5%
Pol iota inh	45%[activator]	45%[activator]	16%	7%	8%	-8%	10%
Apoferritin bind	-5%	6%	1%	·	-6%	?	-5%
POLH inh	-12%	-11%	-19%	-23%	-8%	-15%	-11%
RXFP1 antag	-12	·	6	2	-21	-5	0
Pol kappa inh	1%	8%	1%	-9%	-21%	-5%	-15%

With a hit mark in Pol iota inh, of those listed so far:
| item | SMILES | Tb PGK inh | BLM inh | Pol iota inh | Apoferritin bind | POLH inh | RXFP1 antag | Pol kappa inh |
| --- | --- | --- | --- | --- | --- | --- | --- | --- |
| 9 | O=C(/C=C/c1ccco1)NCC1OCCc2ccccc21 (stereo not given) | ? | ? | 14µM* | 7% | 13µM* | -12 | 35µM* |

Some of the compounds tested; rates above refer to the full screens.
